Assay outcomes deposited in PubChem by National Center for Advancing Translational Sciences (NCATS).
APE1 inh = blocks human APE1 abasic DNA cleavage | Potency, µM (top dose mostly 65.8 µM), for the others: at the highest dose activity change, negative = inhibition, actives largely listed as inhibitors | recombinant APE1, TAMRA/BHQ-2 abasic DNA cleavage fluorescence | P27695 | AID 2517 | 350,000 compounds, 0.35% hits;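 also: potency is read from the fitted curve at half-maximal effect; plate controls were vehicle for no effect and reference inhibitor for full effect; nearly all actives have a fitted effect of over 55% in size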
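Compound pre-exposure to 0.75 nM APE1, 15 min at ambient temperature. Reaction initiated with 50 nM TAMRA/BHQ-2 THF substrate, read immediately in kinetic mode, 525 nm excitation, 598 nm emission.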
Anesthetic bind = binds horse apoferritin like a general anesthetic. 350,000 compounds, 0.074% hits. P02791. apoferritin/1-aminoanthracene competitive binding, fluorescence. Potency, µM (top dose mostly 77.5 µM), for the others: at the highest dose activity change, negative = displacement, usual class: inhibitors; also: potency is read from the fitted curve at half-maximal effect; % is scaled to controls: 0 for no effect and ±100 for the full control effect; nearly all actives have a fitted effect of over 20% in size
Target sequence (P02791 2-175 limits assumed): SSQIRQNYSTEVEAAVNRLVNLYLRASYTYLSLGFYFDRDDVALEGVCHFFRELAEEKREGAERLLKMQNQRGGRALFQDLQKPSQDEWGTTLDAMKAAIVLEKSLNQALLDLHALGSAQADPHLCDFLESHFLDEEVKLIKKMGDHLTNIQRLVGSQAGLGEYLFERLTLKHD
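Probe: 1-aminoanthracene (50% saturated, PBS). Protein: horse-spleen apoferritin, 10 uM. Incubation: 10 min, room temperature. Detection: 380 nm excitation, 535 nm emission. Analysis: normalized response, four-parameter Hill.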
BLM inh = blocks DNA unwinding by human BLM helicase; Potency, µM (top dose mostly 56.1 µM), inactives show top-dose activity change, negative = inhibition, actives largely listed as inhibitors; P54132; 350,000 compounds, 0.2% hits; AID 2528; recombinant BLM DNA unwinding, fluorescence dequenching;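 also: potency is read from the fitted curve at half-maximal effect; plate controls were vehicle for no effect and no enzyme for full effect; nearly all actives have a fitted effect of over 35% in size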
POLI inh = blocks human DNA polymerase iota activity. Potency, µM (top dose mostly 115 µM), for inactives: at the highest dose activity, negative = inhibition, usual class: inhibitors. Q9UNA4. Pol iota fluorescent replication assay, 10 min. 390,000 compounds, 1% hits. AID 588590; also: potency is read from the fitted curve at half-maximal effect
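Fluorescent replication assay read twice, at 0 min and 10 min after adding 50 nM (final) substrate. Enzyme (10 nM) and compounds were first incubated 15 min at room temperature; enzyme-free buffer wells were negative controls.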
POLH inh = inhibitors of human DNA polymerase eta | recombinant Pol eta, fluorescent DNA replication assay | 390,000 compounds, 1.2% hits | Potency, µM (series often up to 114 µM), inactives show at the top dose activity change, negative = inhibition, actives largely listed as inhibitors | Q9Y253 | AID 588591; also: potency is read from the fitted curve at half-maximal effect; % is scaled to controls: 0 for no effect and ±100 for the full control effect
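Pol eta at 10 nM preincubated with compounds 15 min at room temperature; reaction started with fluorescent substrate (50 nM final) and read kinetically at 0 and 10 min.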
Pol beta inh = DNA polymerase beta (human) inhibition | Potency, µM (series often up to 114 µM), inactives show at the top dose activity change, negative = inhibition, usual class: inhibitors | 340,000 compounds, 1.3% hits | Pol beta primer extension/strand displacement, fluorescence kinetic | P06746; also: potency is read from the fitted curve at half-maximal effect; % is scaled to controls: 0 for no effect and ±100 for the full control effect
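10 nM enzyme + cpd, 15 min RT; start with substrate 50 nM final; read 0 min and after 10 min RT. Corrected, normalized data; 4-parameter Hill curve fit.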
Tb PGK inh = T. brucei PGK inhibition; PGK/GAPDH coupled, Kinase-Glo luminescence, 60 min; Potency, µM (doses to about 57.5 µM), for the others: at the top dose activity change, negative = inhibition, actives largely listed as inhibitors; 380,000 compounds, 0.043% hits; AID 602233; also: potency is read from the fitted curve at half-maximal effect; % is scaled to controls: 0 for no effect and ±100 for the full control effect; nearly all actives have a fitted effect of over 60% in size
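Luminescent ATP detection (Kinase-Glo Plus) follows a 60-minute room-temperature incubation, with wells lacking PGK as controls. Buffer: 100 mM TEA (pH 7.6), 5 mM MgCl2, 0.01% Tween-20. Coupling enzyme GAPDH (100 nM final) supplies unstable 1,3-BPG in-well.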
POLK inh = blocks human DNA polymerase kappa activity; Q9UBT6; purified Pol kappa, fluorescent DNA synthesis assay, 10 min; Potency, µM (doses to about 107 µM), for the others: top-dose activity, negative = inhibition, usual class: inhibitors; 400,000 compounds, 0.53% hits; also: potency is read from the fitted curve at half-maximal effect; % is scaled to controls: 0 for no effect and ±100 for the full control effect
Target sequence (Q9UBT6 whole entry, looked up): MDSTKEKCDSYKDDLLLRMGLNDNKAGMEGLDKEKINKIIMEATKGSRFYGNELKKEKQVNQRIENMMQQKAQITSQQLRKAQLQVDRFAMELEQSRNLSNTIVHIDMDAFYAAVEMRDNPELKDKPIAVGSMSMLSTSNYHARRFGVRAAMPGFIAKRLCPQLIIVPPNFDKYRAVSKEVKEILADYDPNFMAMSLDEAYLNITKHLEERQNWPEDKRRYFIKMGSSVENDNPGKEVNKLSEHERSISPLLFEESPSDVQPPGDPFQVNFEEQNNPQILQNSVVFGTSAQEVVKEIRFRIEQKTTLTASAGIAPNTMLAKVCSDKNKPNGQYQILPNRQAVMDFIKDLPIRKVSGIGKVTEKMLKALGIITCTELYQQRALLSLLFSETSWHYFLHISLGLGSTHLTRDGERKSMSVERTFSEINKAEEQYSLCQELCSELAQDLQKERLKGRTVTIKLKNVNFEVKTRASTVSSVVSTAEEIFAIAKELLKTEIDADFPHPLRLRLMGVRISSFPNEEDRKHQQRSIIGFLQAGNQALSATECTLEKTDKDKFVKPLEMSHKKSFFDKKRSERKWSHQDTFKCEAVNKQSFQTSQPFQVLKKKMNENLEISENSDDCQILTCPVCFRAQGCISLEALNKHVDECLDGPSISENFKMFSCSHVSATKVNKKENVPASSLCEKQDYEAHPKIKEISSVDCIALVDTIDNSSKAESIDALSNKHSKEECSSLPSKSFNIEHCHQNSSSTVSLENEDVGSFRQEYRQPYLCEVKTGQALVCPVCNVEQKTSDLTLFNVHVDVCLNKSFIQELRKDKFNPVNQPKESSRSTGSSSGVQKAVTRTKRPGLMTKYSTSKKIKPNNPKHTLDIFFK
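Kinetic fluorescence readout at 0 and 10 min followed reaction start with substrate at 50 nM final. Beforehand, enzyme (10 nM Pol kappa) stood 15 min with compound at room temperature; buffer-only wells were negative controls.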
RXFP1 antagonist = blocks the human relaxin receptor RXFP1. AID 1259400. activity change, negative = inhibition, % at 57.5 µM. HEK293-RXFP1, relaxin-stimulated cAMP HTRF, 30 min; hits give low values. 350,000 compounds, 0.59% hits;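 active = activity change of -60% or lower, but not beyond a set lower limit; inconclusive = change between -60% and -40%, or beyond the set limit; inactive = change above -40%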; also: % is scaled to controls: 0 for no effect and ±100 for the full control effect
* hit, by the source's call; i = inactive; ? = inconclusive; / = not tested or not shown; [ ] = remark or other dose. Unless noted, calls follow the shape of the dose curve; as a rule, active = well fitted curve in the direction sought with a large enough effect; inconclusive = small, poorly fitted or top-dose-only effect, or another doubt; inactive = no such curve, though single readings can be large; an effect the other way counts as inactive or inconclusive.

Values run as follows: APE1 inh	Anesthetic bind	BLM inh	POLI inh	POLH inh	Pol beta inh	Tb PGK inh	POLK inh	RXFP1 antagonist
> Cc1ccc(NC(=O)CSc2nnc(CNC(=O)c3ccco3)o2)cc1Cl
 : -3%	-6%	-3%	19%	-16%	-2%	4%	-11%	-2
> CCC1Oc2ccc(C)cc2N(CC(=O)NCc2ccc(OC)cc2)C1=O (stereo not given)
 : /	-4%	-5%	?	-6%	47%	3%	-20%	/
> CC(C)=CCN1CCN(CCCc2ccccc2)CC1CCO (stereo not given)
 : -13%	-6%	3%	-11%	-8%	35%	-3%	-3%	7
> Cc1cc(C)c2nc(N3CCCC(C(=O)NCCN4CCOCC4)C3)sc2c1 (stereo not given)
 : -1%	-6%	1%	-12%	-8%	18%	-2%	-3%	-15
> COc1ccc(C(=O)NC2CCSC2=O)cc1 (stereo not given)
 : -2%	3%	-7%	-6%	-10%	2%	i	1%	2
> Cc1ccc(Nc2c3c(nc4nncn24)CCC3)cc1
 : /	-14%	3%	20%	/	1%	/	-16%	-12
> CCOc1cc(/C=C2/C(=N)N3N=C(C)SC3=NC2=O)ccc1OS(=O)(=O)c1ccc(C)cc1
 : -14%	-15%	-8%	?	?	-27%	i	-19%	-27
> Cc1cc[n+](CC(=O)Nc2ccccc2)cc1
 : 6%	-6%	-9%	108%[activator]	-14%	-2%	-2%	2%	9
> Cc1ccc(C2=Nc3ccccc3N(CC(=O)NCc3ccc(F)cc3)C(=O)C2)cc1C
 : /	-3%	1%	0%	-4%	1%	-1%	20%	1
> CN1N=C(C(=O)N2CCc3c([nH]c4ccccc34)C2c2ccccc2Cl)CCC1=O (stereo not given)
 : -4%	-20%	-5%	91%[activator]	-26%	-1%	1%	-20%	3
> CCCCCCN1C2=NCCN2c2ccccc21
 : -1%	-9%	0%	22%	-7%	-18%	-3%	8%	-20
> Cc1n[nH]c(C)c1Cc1c(F)cccc1Cl
 : -1%	2%	-2%	8%	-5%	34%	-2%	-17%	/
> CCOC(=O)c1sc(N)c(C(=O)OCC)c1COC(=O)C1CC(=O)N(Cc2ccco2)C1 (stereo not given)
 : -7%	-8%	-4%	3%	-5%	-15%	-8%	-4%	-4
> CCCC1CCc2c(sc(N)c2C(N)=O)C1 (stereo not given)
 : -7%	?	-5%	29%	-13%	-1%	-3%	-11%	/
> c1ccc(CC2CCN(C(c3cccs3)c3nnnn3C3CCCC3)CC2)cc1 (stereo not given)
 : 3%	-4%	-2%	19%	0%	-3%	/	-2%	9
> COc1cc(C(=O)O[C@H]2C/C(C)=C/CC[C@]3(C)O[C@@H]3C(O)C2C(C)C)cc(OC)c1OC (stereo not given in full)
 : 14%	?	-7%	68%[activator]	?	0%	-5%	-2%	15
> CCOCCc1nn2c(=O)cc(COC(=O)C3CCCCC3)nc2s1
 : /	?	1%	3%	0%	1%	-8%	-19%	-14
> Cc1ccc(C)c(OCC(=O)Nc2ccccc2C(=O)N2CCOCC2)c1
 : 12%	3%	-1%	-6%	-9%	14%	-5%	6%	-14
> OCC[C@@H]1C[C@H](O)[C@@H](O)[C@@]2(CCCO2)O1
 : /	/	/	37%[activator]	-24%	/	8%	-1%	/
> C=C(C)C(=O)N1CC2(CC(c3cccc(NC(=O)COc4ccc(Cl)cc4)c3)=NO2)C[C@@H]1C(N)=O (stereo not given in full)
 : -1%	-7%	-7%	15%	-19%	3%	-9%	8%	/
> Cc1ccc(NC(=O)c2oc3ccccc3c2NC(=O)C2CC2)cc1
 : 1%	2%	-4%	5%	-7%	0%	10%	0%	-20
> O=C(Cc1cccc(NC(=O)C2CCN(C(=O)C3CC3)CC2)c1)Nc1cccc(C(=O)N2CCOCC2)c1
 : /	/	/	8%	-18%	/	0%	-3%	/
> COC(=O)c1c(NC(=O)c2ccccc2OC)sc(C(=O)N2CCOCC2)c1C
 : 22%	0%	-3%	50%[activator]	-9%	24%	-6%	-9%	-22
> O=C(CN1C(=O)NC2(CCCC2)C1=O)Nc1nc(-c2ccc(F)c(F)c2)cs1
 : -7%	/	/	-22%	-9%	/	5%	-11%	-36
> CCOc1ccc(NC(=O)CCN2CCN(S(=O)(=O)c3ccc(F)cc3)CC2)cc1
 : 19%	5%	-3%	-21%	-11%	22%	-1%	0%	2
> Cc1cc(NS(=O)(=O)c2ccc(NC(=O)COc3ccccc3[N+](=O)[O-])cc2)no1
 : 19%	-9%	-20%	35µM*	20µM*	18µM*	-17%	?	-7
> CCn1c(NCCCO)nc2c(c1=O)C(C)(CC)Cc1ccccc1-2 (stereo not given)
 : 7%	5%	-4%	7%[58.9 µM]	-18%	5%	2%	-8%	-1
> C/C(=N/NC(=O)CNC(=O)/C=C/c1ccco1)c1ccc(Cl)cc1
 : 1%	?	7%	22%	-26%	22µM*	-6%	-12%	-17
> CC(C)c1ccc(NC(=O)c2ccc3c(c2)CCN3S(C)(=O)=O)cc1
 : 25%	-11%	-4%	-7%	-14%	39%	-11%	3%	2
> CCCN1C(=O)c2cc(C(=O)Nc3ccc(OC)c(OC)c3)ccc2C1Nc1ccc(OC)c(OC)c1 (stereo not given)
 : -9%	-3%	-4%	42%[activator]	-7%	2%	i	13%	-1

Entries of single compounds, quoted from the list. Order of screens: APE1 inh, Anesthetic bind, BLM inh, POLI inh, POLH inh, Pol beta inh, Tb PGK inh, POLK inh, RXFP1 antagonist
Cc1n[nH]c(C)c1Cc1c(F)cccc1Cl in the list: -1%, 2%, -2%, 8%, -5%, 34%, -2%, -17%, /
CCn1c(NCCCO)nc2c(c1=O)C(C)(CC)Cc1ccccc1-2 (stereo not given) in the list: 7%, 5%, -4%, 7%[58.9 µM], -18%, 5%, 2%, -8%, -1
CCC1Oc2ccc(C)cc2N(CC(=O)NCc2ccc(OC)cc2)C1=O (stereo not given) in the list: /, -4%, -5%, ?, -6%, 47%, 3%, -20%, /

The main list resumes, repeating the 2 entries before the break.
Values run as follows: APE1 inh	Anesthetic bind	BLM inh	POLI inh	POLH inh	Pol beta inh	Tb PGK inh	POLK inh	RXFP1 antagonist
> CC(C)c1ccc(NC(=O)c2ccc3c(c2)CCN3S(C)(=O)=O)cc1
 : 25%	-11%	-4%	-7%	-14%	39%	-11%	3%	2
> CCCN1C(=O)c2cc(C(=O)Nc3ccc(OC)c(OC)c3)ccc2C1Nc1ccc(OC)c(OC)c1 (stereo not given)
 : -9%	-3%	-4%	42%[activator]	-7%	2%	i	13%	-1
> Cc1ccc(N(CC(=O)NCc2ccccn2)S(=O)(=O)c2ccccc2)cc1Cl
 : 11%	-8%	1%	24%	-14%	12%	5%	-11%	10
> O=C(Nc1ccc2nc[nH]c2c1)c1ccco1
 : -2%	-9%	1%	2%	-12%	-1%	3%	-13%	6
> NNC(=O)CSCc1nc(-c2ccccc2)cs1
 : -3%	-8%	-9%	-12%[58.9 µM]	-19%	1%	i	-3%	-8
> Cc1ccc(NCc2ccccc2-c2nnc(-c3ccccc3Cl)o2)c(C)c1
 : /	5%	-7%	18%	-22%	64%	8%	-4%	0
> COCCn1nnnc1CN1CCC(O)(c2cccc(C(F)(F)F)c2)CC1
 : 3%	-18%	1%	3%	5%	0%	-10%	-2%[60.1 µM]	9
> COc1cc2c(cc1OC)C(c1ccccc1)CC2=O (stereo not given)
 : 13%	2%	-2%	0%	0%	7%	i	5%	5
> O=C(Cn1cc(SCc2ccccc2F)c2ccccc21)N1CCCCCC1
 : /	89%[activator]	-9%	7%	-16%	-20%	-1%	-10%	-38
> CN1CCN(CCC(=O)Nc2ccc3c(c2)OCO3)CC1
 : -3%	-3%	-12%	5%	3%	13%	8%	-5%	2
> Cc1cc(Br)ccc1NC(=O)CN1CCN(c2ccccn2)CC1
 : -6%	1%	-4%	-10%	-14%	58%	/	-1%	-2
> COCCN(C(=O)CSc1nnc(-c2cccs2)n1N)c1c(N)n(Cc2ccccc2)c(=O)[nH]c1=O
 : 6%	-1%	1%	6%	-17%	92%	3%	1%	-8
> c1ccc(Sc2cnc3ccccc3n2)cc1
 : 1%	?	-3%	10%	4%	-5%	-3%	-15%	0
> O=C(CCN1C(=O)c2ccccc2C1=O)NCc1ccncc1
 : -9%	-3%	-8%	-12%	6%	10%	i	-2%	8
> CNC(=S)NCCCCc1cnc[nH]1
 : -4%	-5%	-3%	/	/	/	/	8%[60.1 µM]	/
> Cc1cc([N+](=O)[O-])nn1Cc1noc(C(=O)NCCc2ccccn2)n1
 : 38%	1%	-3%	105%[activator]	-17%	28%	-6%	1%	0
> Cc1ccc(C(=O)Nc2c(C)n(C)n(-c3ccccc3)c2=O)cc1S(=O)(=O)N1CCOCC1
 : 10%	-11%	-6%	-1%	6%	4%	-9%	-14%	5
> CN(C)S(=O)(=O)c1ccc2c(c1)nnn2CCNC(=O)Nc1ccc(Br)cc1
 : /	29%	-4%	15%	-17%	?	-6%	-1%[60.1 µM]	/
> NC1=NC(=Nc2ccc(S(=O)(=O)N3CCOCC3)cc2)c2ccccc21
 : 16%	-8%	0%	49%[activator]	-9%	21%	-5%	-7%	-4
> CCOc1cc(/C=N/Nc2nn3cnnc3c3ccccc23)ccc1O
 : ?	-8%	-23%	?	?	?	-17%	-39%	3

Reformatted as labelled records: entries from further up.
Cc1cc([N+](=O)[O-])nn1Cc1noc(C(=O)NCCc2ccccn2)n1
  APE1 inh = 38%
  Anesthetic bind = 1%
  BLM inh = -3%
  POLI inh = 105%[activator]
  POLH inh = -17%
  Pol beta inh = 28%
  Tb PGK inh = -6%
  POLK inh = 1%
  RXFP1 antagonist = 0

COc1cc(C(=O)O[C@H]2C/C(C)=C/CC[C@]3(C)O[C@@H]3C(O)C2C(C)C)cc(OC)c1OC (stereo not given in full)
  APE1 inh = 14%
  Anesthetic bind = ?
  BLM inh = -7%
  POLI inh = 68%[activator]
  POLH inh = ?
  Pol beta inh = 0%
  Tb PGK inh = -5%
  POLK inh = -2%
  RXFP1 antagonist = 15

Only part of the results is shown. The share of hits here may be higher or lower than overall.
